Screens: PubChem, several laboratories
Phagocyt inh: inhibitors of macrophage phagocytosis, primary screen, imaging, J774A.1 cells, IgG beads | J774A.1 macrophage IgG-bead phagocytosis | AID 1029, 2008 | 0.07% of 110,000 active | inhibition, % at 5 µM;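 active = inhibition above the mean of the plate negative controls plus 5 SD, cut at about 13% in these data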;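 note: phagocytic index as fraction of beads internalized from green versus red external bead signal; plate controls were DMSO negative control for no effect and cytochalasin-D positive control for full effect; some results beyond the cut were filed as inactive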
Measles CPE: compounds protecting cells from measles virus cytopathic effect, primary screen, measles RdRp inhibitor project, single point, MLSMR library, absorbance. Measles virus-infected cells, CPE protection. protection (pct of control), % at 4 µM. 1.5% of 140,000 active. AID 841, 2007; in the data active = protection mostly above about 24%, no sharp cut-off; inactive = mostly below about 26%; note: some compounds called inactive have numbers as strong as hits
E-sel TNF inh: E-selectin induction blockers in HUVEC – imaging, immunofluorescence, high content, primary screen; HUVEC TNFa-induced E-selectin immunofluorescence; inhibition, % at 2 µM; 0.71% of 120,000 active; AID 1246, 2008;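 active = inhibition above the batch mean plus 3 SD, and confirmed as a hit on visual image review, cut at about 43% in these data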;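 note: 0% = TNF-stimulated DMSO wells and 100% = unstimulated control wells; not every result past the cut was called active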
NPY Y2 blocker: NPY-Y2 receptor antagonists, primary screen, cell-based; Neuropeptide Y receptor type 2 (Homo sapiens), P49146; NPY-Y2 expressing cells, antagonist mode; inhibition, % at 2.7 µM; 0.99% of 140,000 active; AID 793, 2007; in the data active = inhibition above about 17%;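 note: 0% = vehicle with agonist challenge and 100% = reference antagonist with challenge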
Target sequence (P49146 whole entry, looked up): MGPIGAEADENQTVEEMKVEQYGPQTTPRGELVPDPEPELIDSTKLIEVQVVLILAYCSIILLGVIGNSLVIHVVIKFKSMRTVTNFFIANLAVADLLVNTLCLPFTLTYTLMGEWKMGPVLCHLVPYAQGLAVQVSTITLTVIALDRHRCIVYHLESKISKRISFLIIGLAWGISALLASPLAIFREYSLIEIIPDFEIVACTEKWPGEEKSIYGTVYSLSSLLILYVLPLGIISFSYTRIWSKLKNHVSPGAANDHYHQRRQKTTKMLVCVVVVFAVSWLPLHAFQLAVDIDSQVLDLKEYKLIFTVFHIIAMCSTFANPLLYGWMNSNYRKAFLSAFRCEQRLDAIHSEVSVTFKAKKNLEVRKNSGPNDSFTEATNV
Yeast lifespan up: compounds extending yeast replicative lifespan, primary screen, S. cerevisiae, OD615. 0.68% of 130,000 active. inhibition of the nicotinamide effect, % at 10 µM. S. cerevisiae growth with nicotinamide; deaD strain in restrictive glucose medium;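 active = inhibition above a set limit, placed 3 SD over the median of all compounds, cut at about 26% in these data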;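 note: 0% = nicotinamide-treated wells and 100% = cells grown without nicotinamide; some compounds called inactive have numbers as strong as hits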
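Test system: DeaD-strain S. cerevisiae / Buffer or medium: restrictive glucose medium / Also added: nicotinamide 1.5 mM / Doses: one concentration, 10 µM, DMSO 0.25% / Schedule: 48 h at 30 °C / Signal: OD615 measurement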
MRP-1 activ: H69AR viability gain despite doxorubicin, primary screen, MRP-1 activator project, H69AR cells, CellTiter-Glo; viability rescue; 0.61% of 140,000 active; AID 799, 2007; viability increase, % at 10 µM;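 active = viability gain under doxorubicin at or above a set limit, the compound median plus 3 SD, cut at about 4.7% in these data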;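 note: MRP-1 overexpressing cells given doxorubicin 25 µM after compound pretreatment; 18-22 h compound pretreatment then 72 h with doxorubicin before readout; 0% = doxorubicin-only wells and 100% = vehicle-treated cells without doxorubicin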
BB579 growth dn: growth inhibitors of yeast BB579 in restrictive medium, primary screen, yeast lifespan-shortening project, S. cerevisiae. 0.51% of 140,000 active. AID 804, 2007. OD615, 48 h. inhibition, % at 10 µM;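 active = inhibition above a set limit, 3 SD over the mean compound inhibition, cut at about 44% in these data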; note: inactives centre near -24
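Material: Saccharomyces cerevisiae DeaD strain BB579, replicative lifespan model yeast; buffer or medium: CSMM-D restrictive synthetic medium containing dextrose (glucose); compound: 10 µM single dose, DMSO 0.25%; timing: 48 h compound exposure at 30 °C after 4 h preincubation; signal: turbidity as optical density at 615 nm; benchmarks: positive control amphotericin B 10 µg/mL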
bCat KO growth: primary screen for growth suppressors in beta-catenin knockout HCT116 cells (colon tumor, human) | HCT116 beta-catenin knockout viability, CellTiter-Glo, 60 h; active compounds read low | viability, % at 10 µM | 1.5% of 140,000 active | AID 818, 2007;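 active = viability at or under a set limit, the compound median less 4 SD, cut at about 6% in these data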;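 note: 0% = Hyamine 1622 control at 20 µM and 100% = untreated cell control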
PTEN del growth: growth suppression of PTEN-null HCT116, primary screen, cell-based, CellTiter-Glo. 1.2% of 140,000 active. AID 827, 2007. viability, % at 10 µM. HCT116 PTEN-null viability, 60 h; active compounds read low;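 active = viability at or below a set limit, 4 SD under the median of all tested compounds, cut at about 3.7% in these data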;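 note: PTEN knockout HCT116 line with beta catenin targeted HCT116 as companion control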
GALR2 blocker: GALR2 antagonists in receptor-expressing cells, primary screen. Galanin receptor type 2 (Homo sapiens), O43603. inhibition, % at 4 µM. antagonist mode. 0.39% of 140,000 active. AID 828, 2007; in the data active = inhibition above about 27%;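 note: cells stimulated with galanin 1-16 at roughly its EC80; 0% = agonist challenge control and 100% = basal control without agonist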
Target sequence (O43603 whole entry, looked up): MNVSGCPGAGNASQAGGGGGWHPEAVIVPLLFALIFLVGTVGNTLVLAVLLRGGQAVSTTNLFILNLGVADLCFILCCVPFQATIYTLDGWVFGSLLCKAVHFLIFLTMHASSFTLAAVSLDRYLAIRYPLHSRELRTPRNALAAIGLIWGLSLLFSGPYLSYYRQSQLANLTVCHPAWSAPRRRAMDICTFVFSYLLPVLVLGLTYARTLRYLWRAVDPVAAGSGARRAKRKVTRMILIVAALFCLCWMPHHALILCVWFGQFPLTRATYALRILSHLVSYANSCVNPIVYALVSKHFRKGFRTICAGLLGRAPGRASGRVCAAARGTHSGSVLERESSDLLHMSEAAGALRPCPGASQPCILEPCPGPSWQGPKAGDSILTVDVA
Active calls of the source: *; x = no result given. Compounds were not picked by outcome; 6.4% or so of the library scored in one or more.

Values in the order: Phagocyt inh	Measles CPE	E-sel TNF inh	NPY Y2 blocker	Yeast lifespan up	MRP-1 activ	BB579 growth dn	bCat KO growth	PTEN del growth	GALR2 blocker
CC(=O)N1CCc2cc(C(=O)CN3CCN(c4ccccc4F)CC3)ccc21
 : 0	21	x	2	-2	-1.8	-20	100	96	8
CCOc1cc(C2NC(=O)NC(C)=C2C(=O)OC(C)CC)cc(Br)c1O (configuration not stated)
 : x	9	x	-2	-15	-0.6	-8	81	69	7
COn1c(SCc2ccccc2)nc2ccccc2c1=O
 : x	14	-10	7	-24	-2.3	-8	74	61	-1
CC1(C)OC(=O)C(=CNc2ncccn2)C(=O)O1
 : 1	10	x	-1	-3	0.2	-27	100	111	-8
O=C(C[n+]1cnn(CC(=O)c2ccc(Cl)cc2Cl)c1)c1ccc([N+](=O)[O-])cc1
 : -4	12	12	1	-2	-3.8	-5	57	68	-8
O=C1CN2C(=N1)N(Cc1ccccc1)c1ccccc12
 : 2	6	-6	3	-1	-3.6	-17	97	100	0
O=C(CCn1c(=S)[nH]c2ccccc2c1=O)N1CCOCC1
 : 3	0	26	5	-5	0.1	-4	91	100	-1
O=C(N/N=C/C1CC=CCC1)c1ccc(O)cc1O (configuration not stated)
 : -8	3	x	1	2	-1.5	-62	93	94	-17
O=c1[nH]c(=O)n(CCc2ccc(F)cc2)c(O)c1C=NCc1ccc2c(c1)OCO2
 : -1	7	-52	-1	-2	-6.9	-23	71	59	-8
C=CCN1CCN(C(c2cc(OC)ccc2OC)c2nnnn2CC2CCCO2)CC1 (configuration not stated)
 : 4	25	71*	6	-30	-3.1	-2	86	94	-9
Cc1ccc2[nH]c3c(NCCCN4CCCC4=O)ncnc3c2c1
 : 0	6	-6	2	-13	-1.1	-4	102	94	8
Cc1c(C2Nc3ccccc3NC3=C2C(=O)CC(C)(C)C3)cnn1C (configuration not stated)
 : x	4	-6	0	x	-1.4	-33	88	92	9
CCOC(=O)c1sc(NC(=S)NC(=O)c2cccc(Cl)c2)c(C(=O)OCC)c1C
 : 1	16	-16	-1	-7	-3.0	-26	83	92	-17
O=C(CS(=O)c1cccc(C(F)(F)F)c1)Nc1ccccc1Cl (configuration not stated)
 : x	10	24	1	10	-0.6	-17	107	95	8
Fc1ccc(-c2noc(C3CCN(Cc4cccnc4)CC3)n2)cc1
 : -2	12	20	2	-8	-0.1	-23	43	49	-4
O=C(N/N=C\c1cccc(Cl)c1)c1ccc(Cn2cccn2)o1
 : 4	2	x	1	1	-1.1	-19	92	102	10
Cc1nc2ccccc2cc1C(=O)N/N=C/c1ccco1
 : -1	4	4	1	-1	-0.8	-3	99	107	2
O=C(Nc1ccc(Cl)cc1)c1ccc(-n2cncn2)c([N+](=O)[O-])c1
 : 0	5	-6	-1	-18	-0.1	-9	75	84	12
COCCNc1cc(NCCOC)c([N+](=O)[O-])cc1[N+](=O)[O-]
 : -1	8	x	-1	2	-1.9	-50	90	101	11
CCc1ccc(NC(=O)c2ccc3c(c2)C(=O)N(CCOC)C3Nc2ccc(CC)cc2)cc1 (configuration not stated)
 : x	1	-29	-1	1	-4.2	-16	61	80	1

Retrieved by structure from the entries so far:
Values in the order: Phagocyt inh	Measles CPE	E-sel TNF inh	NPY Y2 blocker	Yeast lifespan up	MRP-1 activ	BB579 growth dn	bCat KO growth	PTEN del growth	GALR2 blocker
Fc1ccc(-c2noc(C3CCN(Cc4cccnc4)CC3)n2)cc1
 : -2	12	20	2	-8	-0.1	-23	43	49	-4
O=C(C[n+]1cnn(CC(=O)c2ccc(Cl)cc2Cl)c1)c1ccc([N+](=O)[O-])cc1
 : -4	12	12	1	-2	-3.8	-5	57	68	-8

Continuation:
Values in the order: Phagocyt inh	Measles CPE	E-sel TNF inh	NPY Y2 blocker	Yeast lifespan up	MRP-1 activ	BB579 growth dn	bCat KO growth	PTEN del growth	GALR2 blocker
CCN1CCN(CCCNC(=O)C2CCCN(c3nnc(-n4cccc4)s3)C2)CC1 (configuration not stated)
 : -2	5	6	7	-18	-2.0	-1	88	90	7
CN(CCNC(=O)Cn1c(=O)sc2ccccc21)Cc1ccccc1
 : 0	7	x	x	-4	-4.9	-9	60	52	x
CCOc1ccc(N(Cc2cc3ccc(C)cc3[nH]c2=O)S(C)(=O)=O)cc1
 : 0	2	12	-2	-1	-1.1	-57	88	86	10
O=C(CNCc1ccco1)Nc1ccccc1-n1cccc1
 : x	12	7	2	-4	-4.0	-49	101	92	0
Cc1cc(C)n(-c2nc3ccccc3c3nc(C)nn23)n1
 : 0	10	-35	4	-5	0.1	-62	95	94	-3
CCCn1nnc2sc3c(c2c1=O)CCC(C)C3 (configuration not stated)
 : -1	8	-4	2	-6	0.5	-6	97	98	-9
CCOC(=O)C1CCCN(C(=O)C2CCN(S(=O)(=O)N3CCC4(CC3)OCCO4)CC2)C1 (configuration not stated)
 : x	18	-4	6	-4	-1.2	-21	97	102	-5
COC(=O)c1ccc(NC(=O)C(=O)N2CCCC2)cc1
 : 0	16	12	1	-16	0.8	5	100	110	1
O=C(Cc1cccc2ccccc12)N1CCCc2ccccc21
 : x	8	3	0	14	-3.8	-31	75	71	5
COc1ccc(C(=O)SC2=NCCS2)cc1
 : x	9	7	5	x	0.5	-39	96	97	-4
CN1CCc2nc(SCC(=O)Nc3ccc(F)cc3)c(C#N)cc2C1
 : 0	6	-13	-2	-8	-0.2	-30	90	83	0
CN(C)c1ccc2c(c1)OC(N)=C(C#N)C2c1cccc(F)c1 (configuration not stated)
 : 1	2	-10	8	-18	-1.5	-44	10	9	27
Cc1ccccc1NC(=O)c1c(C)[nH]c(=S)c(C#N)c1-c1ccco1
 : -9	4	x	1	4	1.2	-16	91	104	-4
COc1ccc(S(=O)(=O)N2CCN(C)CC2)c2ccccc12
 : 0	14	-22	8	-9	-1.9	-20	99	99	17
Cc1ccc(C(=O)N/C(=C\c2sccc2C)C(=O)NCc2ccncc2)cc1
 : -7	6	x	5	0	-1.3	-17	90	98	-5
COc1ccc(N2CCN(Cc3nc(N)nc(Nc4ccc(C)c(Cl)c4)n3)CC2)cc1
 : -1	9	-26	-3	-8	-2.2	-39	0.8*	1.4*	2
CCOC(=O)c1sc(NC(=O)c2ccc(S(=O)(=O)N3CCCCC3)cc2)nc1-c1ccccc1
 : -1	8	x	1	0	0.5	-48	53	46	-13
CCOC(=O)C(C(=O)OCC)C(Nc1ccc(Br)cc1)c1ccccc1 (configuration not stated)
 : -1	4	16	0	11	-6.7	-6	1.5*	1.5*	24
Cc1cc(C2N=C(N)Nc3nc4ccccc4n32)c(C)n1-c1ccccc1Cl (configuration not stated)
 : -1	7	-24	7	5	-3.2	-35	22	15	-4
COc1c2c(nc3occc13)C(CCC(C)(C)O)(OC)C(O)CC2 (configuration not stated)
 : 0	76*	-24	9	-13	2.8	-30	92	92	-1

Following part:
Values in the order: Phagocyt inh	Measles CPE	E-sel TNF inh	NPY Y2 blocker	Yeast lifespan up	MRP-1 activ	BB579 growth dn	bCat KO growth	PTEN del growth	GALR2 blocker
CSc1ncccc1C(=O)Nc1ccc(S(=O)(=O)Nc2nccs2)cc1
 : -3	6	x	2	-2	-1.4	-37	94	92	9
O=C(Nc1ccc2oc(-c3ccccc3F)nc2c1)c1cncc(Br)c1
 : 2	7	7	0	-7	-2.0	-73	84	72	13
Cc1cc(C)n(-c2nc3ccccc3nc2N2CCCCCC2)n1
 : 2	4	5	13	10	-2.0	-51	71	68	-7
Cc1ccc(S(=O)(=O)Nc2nc3ccccc3s2)cc1
 : 0	23	30	5	-9	-2.3	-33	78	90	-2
CCCCCNC(=O)c1ccc2c(=O)n(CCOC)c(=O)[nH]c2c1
 : -2	6	-30	-1	2	-1.3	-51	90	97	16
Cc1cccc(NC(=O)c2sccc2-n2cccc2)c1C
 : 1	4	38	7	-16	0.7	-13	101	86	8
c1nnc2c3c4c(sc3ncn12)CCCC4
 : -1	4	9	3	-17	-2.7	20	107	95	-9
COc1ccc(-c2onc3ccc(Cl)cc23)cc1
 : 0	17	7	0	6	1.0	-46	85	94	1
CC1CCCN(CC(=O)Nc2ccc(S(=O)(=O)N3CCCCCC3)cc2)C1 (configuration not stated)
 : -2	7	1	0	0	-4.6	-30	76	84	-1
Cc1ccccc1N1C(=O)c2ccccc2NC1c1ccncc1 (configuration not stated)
 : x	15	3	1	x	0.0	-46	88	98	6
O=C(Nc1ccc(S(=O)(=O)NCc2ccccc2)cc1)c1ccccc1[N+](=O)[O-]
 : 4	33	x	3	-1	0.1	-9	89	86	-2
COC(=O)c1cccc(NC(=O)CSc2nc(C)cc(=O)[nH]2)c1
 : 5	11	-13	5	0	-0.8	-48	92	111	6
CCCC1C(C#N)=C(N)Oc2cc(C)n(C)c(=O)c21 (configuration not stated)
 : 2	13	x	0	-14	-1.8	-14	94	92	7
CC(C)c1ccc2c(c1)[C@H]1OCC[C@H]1[C@@H](c1cccs1)N2
 : -2	8	x	9	-4	-3.0	-15	17	18	22
COc1cccc(/C=N/NC(=O)CSc2nnc(C)n2-c2ccccc2)c1OC
 : x	13	35	7	-2	-0.6	-39	105	98	-1
CCOC(=O)c1ccc(Oc2nc(NC)nc(OC)n2)cc1
 : 4	6	-25	4	-15	1.1	-26	89	92	1

In another format: 6 of the compounds above
SMILES | Phagocyt inh | Measles CPE | E-sel TNF inh | NPY Y2 blocker | Yeast lifespan up | MRP-1 activ | BB579 growth dn | bCat KO growth | PTEN del growth | GALR2 blocker
O=C(Nc1ccc2oc(-c3ccccc3F)nc2c1)c1cncc(Br)c1 | 2 | 7 | 7 | 0 | -7 | -2.0 | -73 | 84 | 72 | 13
COc1cccc(/C=N/NC(=O)CSc2nnc(C)n2-c2ccccc2)c1OC | x | 13 | 35 | 7 | -2 | -0.6 | -39 | 105 | 98 | -1
Cc1ccccc1N1C(=O)c2ccccc2NC1c1ccncc1 (configuration not stated) | x | 15 | 3 | 1 | x | 0.0 | -46 | 88 | 98 | 6
COc1ccc(-c2onc3ccc(Cl)cc23)cc1 | 0 | 17 | 7 | 0 | 6 | 1.0 | -46 | 85 | 94 | 1
Cc1cc(C)n(-c2nc3ccccc3nc2N2CCCCCC2)n1 | 2 | 4 | 5 | 13 | 10 | -2.0 | -51 | 71 | 68 | -7
Cc1cccc(NC(=O)c2sccc2-n2cccc2)c1C | 1 | 4 | 38 | 7 | -16 | 0.7 | -13 | 101 | 86 | 8
